Assay outcomes deposited in PubChem by several laboratories.
Mcl1 Noxa PPI: Mcl-1/Noxa interaction inhibition. TR-FRET Mcl-1/Noxa peptide binding, 2 h. Q07820. inhibition, % at 21.7 µM. AID 1022. 220,000 compounds, 1.5% hits;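 active = compounds that cut the protein-peptide binding signal by more than 50% relative to plate controls in a single-dose test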;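 also: His-tagged Mcl-1 with rhodamine Noxa BH3 peptide and terbium anti-His antibody; 0% = Mcl-1 plus Noxa peptide wells and 100% = peptide-only wells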
Target sequence (Q07820 whole entry, looked up): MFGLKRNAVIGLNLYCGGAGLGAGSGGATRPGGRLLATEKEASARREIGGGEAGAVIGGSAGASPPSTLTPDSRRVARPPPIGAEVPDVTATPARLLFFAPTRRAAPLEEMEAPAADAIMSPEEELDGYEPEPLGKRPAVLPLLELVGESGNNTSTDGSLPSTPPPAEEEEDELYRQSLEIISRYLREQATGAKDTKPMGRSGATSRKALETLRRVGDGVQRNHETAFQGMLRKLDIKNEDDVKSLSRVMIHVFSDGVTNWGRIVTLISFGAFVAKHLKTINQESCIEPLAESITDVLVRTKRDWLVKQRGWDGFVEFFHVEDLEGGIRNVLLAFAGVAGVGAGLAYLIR
Avidin fluor: avidin bead compound fluorescence profile | AID 1775 | 220,000 compounds, 0.38% hits | fluorescence (KMESF) at 10 µM | Avidin beads, compound fluorescence 488/530 nm, flow cytometry; active compounds read high; in the data active = fluorescence above about 47; also: inactives centre near 10
Pf gamet viab: kills late stage P. falciparum gametocytes; P. falciparum stage V gametocytes, ATP luminescence, 24 h; inhibition, % at 10.9 µM; 150,000 compounds, 0.065% hits; AID 743093;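 active = inhibition above the mean plus 3 SD of compounds within the control limits, set per campaign, cut at about 38% in these data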;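 also: 0% = DMSO wells and 100% = medium only without gametocytes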
Mcl1 Bid PPI: Mcl-1/Bid interaction inhibition. Q07820. TR-FRET Mcl-1/Bid-Dy647 peptide binding, 1536-well. inhibition, % at 21.7 µM. 220,000 compounds, 0.97% hits;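 active = compounds that cut the binding signal by more than half at the single screening dose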;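 also: His-tagged Mcl-1 with europium anti-His antibody binding Bid BH3 peptide; 0% = Mcl-1 plus peptide wells and 100% = peptide-only wells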
An asterisk follows results filed as active. A portion of the library; the hit share may differ from the screen's.

`CN(Cc1ccccc1)C(=O)COc1ccc(N(C)S(=O)(=O)c2ccc(F)cc2)cc1` gave Mcl1 Noxa PPI -18, Avidin fluor 5, Pf gamet viab -5 and Mcl1 Bid PPI 7.
C/C(=N\NC(=S)NCC(C)(C)C)c1cc(F)cc(F)c1O was read as Mcl1 Noxa PPI -2, Avidin fluor 4, Pf gamet viab 22 and Mcl1 Bid PPI -61.
CNC(=O)c1c(NC(=O)c2cccc(N3C(=O)CCC3=O)c2)sc2c1CCC2 was read as Mcl1 Noxa PPI 32, Avidin fluor -1, Pf gamet viab -16 and Mcl1 Bid PPI -19.
`CCCc1c(C(=O)Nc2ccc(F)cc2C)cnn1-c1ccccc1` gave Mcl1 Noxa PPI 3, Avidin fluor 5, Pf gamet viab -21 and Mcl1 Bid PPI 7.
Screening C=C(C)COc1ccc(-c2[nH]ncc2-c2ccc(OC)cc2)c(O)c1 returned Mcl1 Noxa PPI -9, Avidin fluor 4, Pf gamet viab -9 and Mcl1 Bid PPI 23.
CCc1nc2sc3ccccc3c(=O)c2c(=O)n1Cc1ccc(OC)cc1 was read as Mcl1 Noxa PPI 3, Avidin fluor 8, Pf gamet viab -4 and Mcl1 Bid PPI 9.
`CCOCCN(C(=O)c1ccccc1Cl)c1ccccc1` gave Mcl1 Noxa PPI 10, Avidin fluor 7, Pf gamet viab -3 and Mcl1 Bid PPI -11.
Screening COc1ccc(CCN2C(=O)N(c3ccc(OC)cc3)C(=O)C2CC(=O)Nc2ccc(OC)cc2)cc1 (stereo not drawn) returned Mcl1 Noxa PPI -19, Avidin fluor 6, Pf gamet viab 9 and Mcl1 Bid PPI -24.
`Cc1c(-c2ccc(Cl)cc2)[n+](=O)c(-c2ccccc2)cn1[O-]` gave Mcl1 Noxa PPI 10, Avidin fluor 5, Pf gamet viab -5 and Mcl1 Bid PPI -53.
O=C(CSc1nnc(-c2ccc(C(F)(F)F)cn2)s1)c1ccc(Cl)cc1 was read as Mcl1 Noxa PPI 4, Avidin fluor 6, Pf gamet viab 2 and Mcl1 Bid PPI -9.
Screening c1coc(CNc2ncnc3[nH]ncc23)c1 returned Mcl1 Noxa PPI -6, Avidin fluor 6, Pf gamet viab -36 and Mcl1 Bid PPI -15.
`C[n+]1cccc(/C=N/NC(=O)CC23CC4CC(CC(C4)C2)C3)c1` gave Mcl1 Noxa PPI 22, Avidin fluor 6, Pf gamet viab -35 and Mcl1 Bid PPI -48.

The closing four compounds of the part above come first, to join the parts:
`Cc1c(-c2ccc(Cl)cc2)[n+](=O)c(-c2ccccc2)cn1[O-]` gave Mcl1 Noxa PPI 10, Avidin fluor 5, Pf gamet viab -5 and Mcl1 Bid PPI -53.
O=C(CSc1nnc(-c2ccc(C(F)(F)F)cn2)s1)c1ccc(Cl)cc1 was read as Mcl1 Noxa PPI 4, Avidin fluor 6, Pf gamet viab 2 and Mcl1 Bid PPI -9.
Screening c1coc(CNc2ncnc3[nH]ncc23)c1 returned Mcl1 Noxa PPI -6, Avidin fluor 6, Pf gamet viab -36 and Mcl1 Bid PPI -15.
`C[n+]1cccc(/C=N/NC(=O)CC23CC4CC(CC(C4)C2)C3)c1` gave Mcl1 Noxa PPI 22, Avidin fluor 6, Pf gamet viab -35 and Mcl1 Bid PPI -48.
Screening Cc1ccc(N/C=C/C(=O)c2ccco2)c(O)c1 returned Mcl1 Noxa PPI 15, Avidin fluor 6, Pf gamet viab -13 and Mcl1 Bid PPI -77.
N/C(=N\OC(=O)c1cccc2ccccc12)c1ccncc1 was read as Mcl1 Noxa PPI -16, Avidin fluor 8, Pf gamet viab -12 and Mcl1 Bid PPI 1.
Screening CCCCN1C(=S)SC(C)(C)C1/[N+]([O-])=C/c1ccc(S(=O)(=O)NC)cc1 (stereo not drawn) returned Mcl1 Noxa PPI -8, Avidin fluor 9, Pf gamet viab -9 and Mcl1 Bid PPI 13.
C/C(=N/NC(=O)CNC(=O)c1cccs1)c1ccco1 was read as Mcl1 Noxa PPI 1, Avidin fluor 8, Pf gamet viab -15 and Mcl1 Bid PPI -36.
`Cn1cc(Br)c(NC(=O)/C=C/C(=O)O)n1` gave Mcl1 Noxa PPI 67*, Avidin fluor 7, Pf gamet viab 25 and Mcl1 Bid PPI 18.
`Cc1ccn2cc(-c3ccc(Br)cc3)nc2c1` gave Mcl1 Noxa PPI -4, Avidin fluor 8, Pf gamet viab 4 and Mcl1 Bid PPI -33.
`CCc1cc(-c2[nH]ncc2-c2nc3ccccc3n2C)c(O)cc1O` gave Mcl1 Noxa PPI 5, Avidin fluor 7, Pf gamet viab 2 and Mcl1 Bid PPI -25.
`CCc1nnc(NC(=O)c2cc(-c3ccncc3)nc3ccccc23)s1` gave Mcl1 Noxa PPI 13, Avidin fluor 7, Pf gamet viab -3 and Mcl1 Bid PPI -13.
`Cc1ccc(C)c(S(=O)(=O)Nc2ccc(O)c(Sc3ncn[nH]3)c2)c1` gave Mcl1 Noxa PPI 8, Avidin fluor 6, Pf gamet viab 12 and Mcl1 Bid PPI -45.
Cc1onc(-c2ccccc2)c1C(=O)Oc1ccccc1 was read as Mcl1 Noxa PPI -17, Avidin fluor 7, Pf gamet viab 9 and Mcl1 Bid PPI -16.
For COC(=O)c1cccnc1Oc1ccccc1 the results were Mcl1 Noxa PPI -5, Avidin fluor 9, Pf gamet viab 9 and Mcl1 Bid PPI -11.
Screening COc1cccc(CC(=O)Nc2ccc(-c3csc(C)n3)cc2)c1 returned Mcl1 Noxa PPI 4, Avidin fluor 6, Pf gamet viab -1 and Mcl1 Bid PPI -7.
`COc1cc(-c2n[nH]c(=S)n2-c2ccccc2C(F)(F)F)cc(OC)c1OC` gave Mcl1 Noxa PPI 0, Avidin fluor 8, Pf gamet viab -13 and Mcl1 Bid PPI -23.
`COc1cc(C(=O)NNC(=S)NC(=O)/C=C/c2ccccc2)cc(OC)c1OC` gave Mcl1 Noxa PPI -29, Avidin fluor 4, Pf gamet viab -4 and Mcl1 Bid PPI -120.
Cc1ccc(-c2ccc(/C=N/NC(N)=S)o2)cc1 was read as Mcl1 Noxa PPI 9, Avidin fluor 4, Pf gamet viab 5 and Mcl1 Bid PPI -176.
`N=C1C(c2nc3ccccc3s2)=C(O)CN1C1CCC(O)CC1` (stereo not drawn) gave Mcl1 Noxa PPI 23, Avidin fluor 6, Pf gamet viab -9 and Mcl1 Bid PPI 1.
COc1ccccc1N1C(=O)[C@@H]2C(C(=O)CN3C(=O)c4ccccc4C3=O)=NN[C@@H]2C1=O was read as Mcl1 Noxa PPI 13, Avidin fluor 7, Pf gamet viab -3 and Mcl1 Bid PPI -20.
Screening CCC(=O)N(CC(=O)Nc1sc(C)c(C)c1C(N)=O)Cc1ccc(F)cc1 returned Mcl1 Noxa PPI -35, Avidin fluor 11, Pf gamet viab -35 and Mcl1 Bid PPI -4.
COc1ccc(C(CCNCc2ccc(OC(C)C)cc2)C(C)C)cc1 (stereo not drawn) was read as Mcl1 Noxa PPI 6, Avidin fluor -2, Pf gamet viab -5 and Mcl1 Bid PPI 5.
For COc1ccc(C2=NN(S(=O)(=O)c3ccccc3)C(c3ccccc3)C2)cc1 (stereo not drawn) the results were Mcl1 Noxa PPI -6, Avidin fluor 7, Pf gamet viab -4 and Mcl1 Bid PPI -1.
For COc1ccc(CCNS(=O)(=O)c2cccc3cccnc23)cc1OC the results were Mcl1 Noxa PPI 8, Avidin fluor 10, Pf gamet viab -12 and Mcl1 Bid PPI -4.
For Cc1ccc(CNC(=O)c2ccc3c(=O)c(O)c(-c4ccc(C)cc4)[nH]c3c2)cc1 the results were Mcl1 Noxa PPI 7, Avidin fluor 8, Pf gamet viab -42 and Mcl1 Bid PPI -51.
CCN(CC)S(=O)(=O)c1ccc(C(=O)/C=C/c2ccc(-c3ccc([N+](=O)[O-])cc3)o2)cc1 was read as Mcl1 Noxa PPI 14, Avidin fluor 8, Pf gamet viab 7 and Mcl1 Bid PPI -32.
`O=C(N/N=C\C=C\c1ccco1)c1cncc(Br)c1` gave Mcl1 Noxa PPI 28, Avidin fluor 7, Pf gamet viab -3 and Mcl1 Bid PPI -19.
`COCc1cc(=O)[nH]c(/N=C(\N)Nc2c(F)cccc2F)n1` gave Mcl1 Noxa PPI -8, Avidin fluor 11, Pf gamet viab 5 and Mcl1 Bid PPI -7.
COC(=O)CCCCCN1C(=O)/C(=C\c2ccncc2)SC1=S was read as Mcl1 Noxa PPI 1, Avidin fluor 5, Pf gamet viab 4 and Mcl1 Bid PPI -23.
`CCC(=O)OCC(=O)Nc1ncc(C(F)(F)F)cc1Cl` gave Mcl1 Noxa PPI -14, Avidin fluor 13, Pf gamet viab 4 and Mcl1 Bid PPI -17.
Screening Nc1nnc(CC(=O)N/N=C/c2ccc([N+](=O)[O-])cc2)s1 returned Mcl1 Noxa PPI 20, Avidin fluor 8, Pf gamet viab 20 and Mcl1 Bid PPI -19.
`Cc1cccc(C)c1NC(=S)N/N=C/c1ccc(C(=O)O)cc1` gave Mcl1 Noxa PPI 15, Avidin fluor 4, Pf gamet viab -13 and Mcl1 Bid PPI -18.
For O=C(NCc1ccco1)c1ccccc1-c1nc(-c2ccc(F)cc2)no1 the results were Mcl1 Noxa PPI 25, Avidin fluor 7, Pf gamet viab 16 and Mcl1 Bid PPI 4.
For COCCCNC(=S)N/N=C/c1ccc(OC)c(Br)c1 the results were Mcl1 Noxa PPI 5, Avidin fluor 7, Pf gamet viab -12 and Mcl1 Bid PPI -71.
C=CCn1c(SCC(=O)Nc2nc3ccccc3s2)nc(O)c(CC)c1=O was read as Mcl1 Noxa PPI 2, Avidin fluor 7, Pf gamet viab -7 and Mcl1 Bid PPI -67.
`O=C(NNC(=O)c1cc(C(F)(F)F)cc(C(F)(F)F)c1)c1ccc(Cl)cc1` gave Mcl1 Noxa PPI 11, Avidin fluor 6, Pf gamet viab -3 and Mcl1 Bid PPI -7.
`Cc1cc(C)n(C(=O)/C=C/c2cccs2)n1` gave Mcl1 Noxa PPI -8, Avidin fluor 9, Pf gamet viab -4 and Mcl1 Bid PPI 1.
Screening CC(=C/c1ccccc1)/C=N/NC(=O)c1ccccn1 returned Mcl1 Noxa PPI 14, Avidin fluor 8, Pf gamet viab 4 and Mcl1 Bid PPI -43.
For CN(C)c1cc(-c2ccc(C#N)cc2)oc(=O)c1Cl the results were Mcl1 Noxa PPI 4, Avidin fluor 7, Pf gamet viab -9 and Mcl1 Bid PPI -12.
For S=C(NNC(=S)NC1CC2CCC1C2)NC1CC2C=CC1C2 (stereo not drawn) the results were Mcl1 Noxa PPI -98, Avidin fluor 5, Pf gamet viab 8 and Mcl1 Bid PPI -90.
CN(Cc1cccs1)C(=O)c1ccc(S(=O)(=O)N2CCCCC2)cc1 was read as Mcl1 Noxa PPI 1, Avidin fluor 6, Pf gamet viab -8 and Mcl1 Bid PPI -41.
`COc1ccc2c(c1)c(CC(=O)OCC(N)=O)c(C)n2C(=O)c1ccc(Cl)cc1` gave Mcl1 Noxa PPI 43, Avidin fluor 8, Pf gamet viab 7 and Mcl1 Bid PPI 33.
Screening NS(=O)(=O)c1ccc(CCNCC(=O)N2CCC(Cc3ccccc3)CC2)cc1 returned Mcl1 Noxa PPI -81, Avidin fluor 5, Pf gamet viab -23 and Mcl1 Bid PPI 14.
O=C(Cn1c(CO)nc2ccccc21)NCc1ccc2c(c1)OCO2 was read as Mcl1 Noxa PPI -9, Avidin fluor 7, Pf gamet viab 13 and Mcl1 Bid PPI -7.
CCOC(=O)c1nnsc1N was read as Mcl1 Noxa PPI 12, Avidin fluor 6, Pf gamet viab 2 and Mcl1 Bid PPI -19.
Screening CCCC1Cc2nc(Cl)c(C#N)cc2CO1 (stereo not drawn) returned Mcl1 Noxa PPI 8, Avidin fluor 6, Pf gamet viab -14 and Mcl1 Bid PPI -33.
For Cc1c(N2C(=O)/C(=C\c3ccccc3O)SC2=S)c(=O)n(-c2ccccc2)n1C the results were Mcl1 Noxa PPI 32, Avidin fluor 4, Pf gamet viab 3 and Mcl1 Bid PPI -102.
CCOc1ccccc1-n1nnnc1SCC(=O)O was read as Mcl1 Noxa PPI 18, Avidin fluor 8, Pf gamet viab -7 and Mcl1 Bid PPI -9.
For O=C(NC(=O)c1ccccc1F)OCc1ccc(Cl)cc1Cl the results were Mcl1 Noxa PPI 10, Avidin fluor 5, Pf gamet viab -15 and Mcl1 Bid PPI -3.
For CCOc1ccc(Nc2c3ccccc3nc3ccccc23)cc1 the results were Mcl1 Noxa PPI 53*, Avidin fluor 9, Pf gamet viab 3 and Mcl1 Bid PPI 6.
For C/C(=N/Nc1nc(-c2ccccc2F)nc2ccccc12)c1ccccc1O the results were Mcl1 Noxa PPI -4, Avidin fluor 7, Pf gamet viab 5 and Mcl1 Bid PPI -9.
Screening COC(=O)c1ccc(COc2cc([N+](=O)[O-])cc3cccnc23)cc1 returned Mcl1 Noxa PPI 35, Avidin fluor 6, Pf gamet viab 2 and Mcl1 Bid PPI 50.
For O=S(=O)(c1ccc(Cl)nc1)N1CCc2ccccc21 the results were Mcl1 Noxa PPI 7, Avidin fluor 33, Pf gamet viab -14 and Mcl1 Bid PPI 13.
C=C1CCN(Cc2ccccc2)S(=O)(=O)c2ccccc21 was read as Mcl1 Noxa PPI 7, Avidin fluor 8, Pf gamet viab 6 and Mcl1 Bid PPI -21.
Screening COc1ccc(/C=N/NC(=O)Cc2n[nH]c(=O)[nH]c2=O)cc1 returned Mcl1 Noxa PPI 10, Avidin fluor 6, Pf gamet viab -2 and Mcl1 Bid PPI -22.
